# Compound activity (PubChem BioAssay)
# Tn7 DDE FP: inhibitors of Tn7 peptide binding to fibrin DD(E), primary screen, biochemical, fluorescence polarization, human fibrin, Tn7 probe | 0.13% of 370,000 active | AID 720508, 2013 | FP displacement of FITC-Tn7 peptide from fibrin DD(E); 0% = median of compound wells per plate | inhibition, % at 8.3 µM | Fibrinogen beta chain (Homo sapiens), P02675;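 active = inhibition above the mean of compounds falling within the control limits plus 3 SD of them, cut at about 14% in these data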;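 also: 0% = plate median of compound wells and 100% = 10 µM Aha-Tn7 peptide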
#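 Assay system: Human clot-derived fibrin DD(E) complex | Buffer or medium: Tris/NaCl/CaCl2 buffer, pH 7.8 | Repeats: One replicate per compound | Benchmarks: Aha-Tn7 high control | Measure: % inhibition scaled between sample-field median and high-control FP | Schedule: 10 min plus 3 h, room temperature | Signal: Fluorescence polarization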
# DDE Tn6 FP inh: inhibitors of Tn6 peptide binding to fibrin DD(E), primary screen, biochemical, fluorescence polarization, human fibrin, Tn6 probe; inhibition, % at 8.3 µM; AID 720509, 2013; 0.21% of 370,000 active; Fibrin DD(E) TRITC-Tn6 fluorescence polarization displacement;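 active = inhibition above a per-campaign cutoff: mean of compounds within control limits plus 3 SD, cut at about 15% in these data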;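 also: 0% = median of all compound wells on the plate and 100% = blocking peptide control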
# ASAP1 inh: inhibitors of human ASAP1 ArfGAP activity, primary screen, biochemical, fluorescence polarization. ASAP1-stimulated ARF1 GTP hydrolysis, GDP FP detection. inhibition, % at 16.5 µM. 0.19% of 360,000 active. Arf-GAP with SH3 domain, ANK repeat and PH domain-containing protein 1 (Homo sapiens), …; in the data active = inhibition above about 25%;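 also: 0% = vehicle with enzyme and substrate and 100% = no enzyme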
# Target sequence (Q9ULH1 325-724 limits assumed): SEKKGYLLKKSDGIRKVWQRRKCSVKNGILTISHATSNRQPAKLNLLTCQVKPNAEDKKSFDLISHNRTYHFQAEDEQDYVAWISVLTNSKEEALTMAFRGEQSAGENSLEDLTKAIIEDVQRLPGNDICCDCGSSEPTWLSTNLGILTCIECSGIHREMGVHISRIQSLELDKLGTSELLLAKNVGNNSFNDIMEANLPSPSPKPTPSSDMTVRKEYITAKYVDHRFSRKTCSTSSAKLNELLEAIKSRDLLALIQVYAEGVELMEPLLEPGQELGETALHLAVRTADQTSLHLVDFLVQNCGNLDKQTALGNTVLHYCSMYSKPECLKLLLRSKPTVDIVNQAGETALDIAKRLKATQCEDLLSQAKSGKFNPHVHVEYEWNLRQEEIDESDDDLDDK
# UHRF1 MBD2 ctr: UHRF1 methylated DNA binding inhibitors, primary screen, counter-screen for MBD2 inhibitor project, biochemical, TR-FRET, human UHRF1, single concentration; UHRF1 binding to methylated oligo; 0.75% of 370,000 active; AID 687016, 2013; E3 ubiquitin-protein ligase UHRF1 (Homo sapiens), Q96T88; inhibition, % at 4.4 µM; in the data active = inhibition above about 21%;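 also: UHRF1 SRA domain binding a hemimethylated CpG hairpin DNA probe; 0% = median of test compound wells and 100% = reference inhibitor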
# PLC-gamma1 inh: PLC-gamma1 enzyme inhibitors, primary screen, biochemical, fluorescence, purified enzyme | 1-phosphatidylinositol 4,5-bisphosphate phosphodiesterase gamma-1 (Homo sapiens), P19174 | fluorogenic substrate | inhibition, % at 12.2 µM | 0.84% of 370,000 active; in the data active = inhibition above about 9.5%
# KLK7 zymogen act: proKLK7 zymogen activators, primary screen, biochemical, fluorescence intensity | Kallikrein-7 (Homo sapiens), P49862 | purified proKLK7, EDANS-DABCYL substrate fluorescence; 100% is mature enzyme control, 0% vehicle | activation, % at 7 µM | 0.9% of 370,000 active;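 active = activation above the mean of all tested compounds plus 3 SD, computed per campaign excluding outliers beyond control limits, cut at about 13% in these data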
# Target sequence (P49862 whole entry, looked up): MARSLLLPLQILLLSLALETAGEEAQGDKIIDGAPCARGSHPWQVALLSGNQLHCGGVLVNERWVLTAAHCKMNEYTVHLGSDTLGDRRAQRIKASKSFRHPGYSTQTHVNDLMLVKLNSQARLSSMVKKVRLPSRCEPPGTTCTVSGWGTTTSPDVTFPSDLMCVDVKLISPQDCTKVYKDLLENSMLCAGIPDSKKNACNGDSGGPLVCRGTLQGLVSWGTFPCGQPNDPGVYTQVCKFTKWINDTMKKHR
# ARFGAP1 inh: inhibitors of rat ARFGAP1 GAP activity, primary screen, biochemical, fluorescence polarization, GDP tracer; inhibition, % at 16.5 µM; Arfgap1-stimulated ARF1 GTP hydrolysis, GDP FP detection; 0.26% of 360,000 active; ADP-ribosylation factor GTPase-activating protein 1 (Rattus norvegicus), Q62848;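 active = inhibition above a per-plate limit, mean inhibition of low control wells plus 3 SD, cut at about 25% in these data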;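 also: 0% = DMSO wells with enzyme and 100% = wells lacking Arfgap1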
# Target sequence (Q62848 1-136 limits assumed): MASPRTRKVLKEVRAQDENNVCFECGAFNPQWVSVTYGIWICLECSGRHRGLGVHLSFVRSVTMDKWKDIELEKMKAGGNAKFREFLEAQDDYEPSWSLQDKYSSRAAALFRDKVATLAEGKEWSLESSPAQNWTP
#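 Material: rat Arfgap1 GAP domain (His6, aa 1-136), purified enzyme. Also added: human ARF1(Δ1-17)-GTP substrate. Compound dosing: 16.5 µM single point, 1.26% DMSO. Timing: enzyme reaction 120 min at 25 °C after 20 min preincubation. Signal: GDP detection by fluorescence polarization. Read-out basis: percent inhibition of GAP-stimulated GDP formation, scaled between DMSO and no-Arfgap1 medians.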
# PLCb3 inh: human PLC-beta3 inhibitors, primary screen, biochemical, fluorescence; 1-phosphatidylinositol 4,5-bisphosphate phosphodiesterase beta-3 (Homo sapiens), Q01970; Purified PLC-beta3, fluorogenic substrate; inhibition, % at 12.2 µM; 0.18% of 370,000 active; in the data active = inhibition above about 11%;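 also: 0% = median of compound wells on plate and 100% = full blocker control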
# ADAM17 inh: ADAM17 inhibitors, primary screen, biochemical, QFRET. Disintegrin and metalloproteinase domain-containing protein 17 (Homo sapiens), P78536. recombinant ADAM17, EDANS/DABCYL FRET peptide cleavage. inhibition, % at 6.95 µM. 0.83% of 370,000 active. AID 720648, 2013;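 active = inhibition above the mean of compounds lying between control limits plus 3 SD, set per campaign, cut at about 8.5% in these data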;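 also: 0% = DMSO-only wells as the low control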
# MBD2 inh: inhibitors of MBD2 binding to methylated DNA, primary screen, biochemical, TR-FRET, DNA-binding domain, human; Methyl-CpG-binding domain protein 2 (Homo sapiens), Q9UBB5; MBD2 binding to methylated oligonucleotide; inhibition, % at 4.4 µM; 0.31% of 370,000 active; AID 686964, 2013; in the data active = inhibition above about 13%
# * marks the source's active call; other numbers are inactive results; x = not tested or not shown. Hits appear at their usual frequency, and some 4.1% of all compounds hit somewhere here.
# Every second line gives: Tn7 DDE FP, DDE Tn6 FP inh, ASAP1 inh, UHRF1 MBD2 ctr, PLC-gamma1 inh, KLK7 zymogen act, ARFGAP1 inh, PLCb3 inh, ADAM17 inh, MBD2 inh
1. CC1CCC(C(C)C)C(=O)/C1=C\c1ccc(NC(=O)CCC(=O)O)cc1 (stereo unspecified)
 : 1, -5, -3, 0, 3, 0.2, -1, -4, -3, 0
2. COC(=O)[C@]12CCCCC=C1N(Cc1ccco1)C(=O)[C@H](CC(=O)NCc1ccc(C)o1)C2
 : -6, 3, -2, 0, -4, 0.6, -6, -3, -8, 8
3. CCCCS(=O)(=O)N1C2=NC3=C(C(=O)N(CCOC)C3=O)C3N(C)c4ccccc4[C@]23C[C@H]1CO (stereo partly specified)
 : -2, 12, x, 0, 0, 0.1, x, -2, -3, -3
4. CS(=O)(=O)Nc1nc2ccccc2[nH]1
 : 4, 4, -13, 0, 0, 1.3, 3, 0, -5, 2
5. CCc1ccc(NC(=O)c2ccc(NC3=NC4CS(=O)(=O)CC4S3)cc2)cc1 (stereo unspecified)
 : 4, -4, -4, 1, 4, 0.1, -1, -5, -1, 1
6. CCOC(=O)C1=C(C)NC(C)=C(C(=O)OCC)C1C(=O)OCC(=O)NCc1ccco1
 : -5, 1, -2, 2, -73, 4.0, 5, -96, -30, 1
7. O=C(NN1C(=O)c2ccccc2NC1c1ccco1)c1ccc([N+](=O)[O-])cc1 (stereo unspecified)
 : 1, 2, 9, -1, 1, -0.7, 6, 3, 0, 0
8. CCOC(=O)c1ccc(N2C(=O)CC(C(=O)OC)=C2C)cc1
 : 4, -2, -10, 0, -10, 1.4, -1, -12, 3, -1
9. CC(C)C[C@H](NC(=O)N1CCOCC1)C(=O)N1CCC[C@H]1C(=O)NCc1ccccc1
 : 0, 3, -4, 4, -1, 0.3, -8, 2, -1, 4
10. COc1ccc(CC(=O)OCc2cc3ccccc3[nH]c2=O)cc1
 : -2, 5, 4, 5, 2, -0.5, -5, -3, -3, -1
11. CC(C)(C)NS(=O)(=O)c1ccc(NC(=O)NC2CCCCC2)cc1
 : -3, -4, 2, -1, -1, 0.3, 13, -1, -4, 2
12. CC(=O)c1ccc[n+](CC(=O)NC(C)c2ccccc2)c1 (stereo unspecified)
 : 3, -2, -2, -3, 2, -0.1, 4, -5, 0, 0
13. O=C(CNS(=O)(=O)c1ccc(C(=O)N2CCOCC2)cc1)N1CCOCC1
 : 4, 3, 6, 0, -1, 0.9, 4, -4, -3, 4
14. O=C(CN1C(=O)S/C(=C\c2ccc(O)cc2)C1=O)c1ccccc1
 : -2, 0, 6, 2, -2, -0.7, 10, -2, 4, 5
15. CC(=O)Nc1ccc(NC(=O)c2cc(-c3ccc(F)cc3C)n[nH]2)cc1
 : 1, -3, 0, -2, 2, 0.2, -5, 1, -1, 1
16. S=c1[nH]nc(C2CCCCC2)n1/N=C/c1ccccn1
 : -7, 4, 8, 1, 3, 0.3, -10, 3, 2, -5
17. COC(=O)c1sccc1NC(=S)Nc1ccc(C)cc1
 : -5, -9, -5, -1, 0, 0.2, 10, -4, 1, -2
18. O=C1CC(Cc2ccccc2)C(=O)N1c1ccc(Cl)cn1 (stereo unspecified)
 : 11, 7, -4, -1, 3, 0.6, -2, 3, 0, 0
19. Cc1cc(C)c(S(=O)(=O)N2CCOC2CNC(=O)C(=O)NCCCN2CCCC2=O)c(C)c1 (stereo unspecified)
 : -1, -2, 16, 0, -4, -0.3, 2, -1, 0, 0
20. O=c1c2[nH]c3ccccc3c2ncn1Cc1ccco1
 : 2, 0, 12, -2, 0, -0.6, 0, -2, -13, 1
21. COc1ccc(C2CC(c3ccc([N+](=O)[O-])cc3)=NN2C(C)=O)cc1 (stereo unspecified)
 : -3, -6, 5, 0, 0, -0.2, 2, -2, -1, 4
22. COc1ccc(CNc2ccc([N+](=O)[O-])cc2C)cc1
 : 1, -10, -7, 4, 4, 0.5, 2, -4, -1, -2
23. Cc1cccc(C)c1NC(=O)CN1CCN(C(=O)CN2C(=O)NC3(CCCCC3C)C2=O)CC1 (stereo unspecified)
 : 0, 5, -6, 0, 5, -0.2, 7, -5, -3, 0
24. Cc1onc(C(=O)N2CCN(C(c3ccccc3)c3ccccc3)CC2)c1[N+](=O)[O-]
 : -8, -4, 12, 3, 0, 0.3, -7, 0, 3, -3
25. Cc1ccc(S(=O)(=O)NCC2CN(S(=O)(=O)c3ccc(C)cc3)c3ccccc3C(=O)N2c2ccc(F)cc2)cc1 (stereo unspecified)
 : -9, 0, x, 12, 6, x, x, 6, 5, -1
26. CCC(NS(=O)(=O)c1ccc(C)cc1)C(=O)N1CCOCCOCCOCCOCC1 (stereo unspecified)
 : 0, 4, 1, 5, 0, 0.0, 4, -5, 0, 0
27. Cc1ccc(C)c(Nc2nc3nonc3nc2N2CCOCC2)c1
 : 10, 0, 8, 3, 2, -0.4, -2, 4, -2, 2
28. COc1ccc(-c2cn(CC3CCCCC3)nn2)cc1
 : 1, 3, -2, 1, 0, -0.7, -7, 1, -5, 0
29. Cc1ccc(/C=N\NC(=O)Cn2c(C)nc3ccccc32)o1
 : 7, 0, 3, -5, 9.8*, 0.6, -4, 4, 1, -6
30. O=C(c1cc(-c2ccc(F)cc2)no1)N1CCN(Cc2ccc3c(c2)OCO3)CC1
 : 4, -3, -9, 2, 2, 0.4, 11, -1, -4, -1
31. CC(=O)c1c(C)[nH]c(C(=O)OCC(=O)Nc2ccc(Cl)c(S(=O)(=O)N(C)C)c2)c1C
 : -3, 0, -7, 1, 3, 0.5, 5, -4, 3, -2
32. CC(CCc1ccccc1)N1CCN(Cc2ccccc2)CC1 (stereo unspecified)
 : 9, 1, 3, 3, -1, -0.1, 6, 7, -5, 6
33. c1ccc(-c2nnc(N3CCOCC3)nc2-c2ccccc2)cc1
 : 3, 4, -13, -2, -4, 0.1, 1, -6, -4, 4
34. CSCc1cc(N(C)c2ccccc2)nc(-c2ccccc2)n1
 : 3, 1, 4, 3, 1, 0.1, 4, -7, -6, 0
35. Cc1cnc(C(=O)OCC(=O)Nc2cc(S(=O)(=O)N3CCCCC3)ccc2Cl)cn1
 : -6, 10, 17, 0, 7, 0.1, 5, 0, 2, 0
36. C=CCn1c(N2CCCCCC2)nc2c1c(=O)[nH]c(=O)n2C
 : 0, -4, 5, 2, -2, -0.1, 12, -1, -2, 3
37. Cc1ccccc1C(=O)N1CCN(c2ccc(NC(=O)c3ccc4c(c3)OCCO4)cc2)CC1
 : 6, 5, -7, 3, -1, 0.6, -10, -12, -2, 3
38. CC(=O)N1CCN=C1SCc1c(F)cccc1Cl
 : 7, -2, 4, 1, 3, 0.1, -12, 6, 1, -3
39. C(#Cc1ccc(C#CCN2CCCC2)cc1)CN1CCCC1
 : -1, -2, 13, 4, 1, 0.6, 5, -2, -4, 4
40. CC(C)c1nc(N2CCN(C(=O)c3ccccc3)CC2)c(C#N)c2c1COC(C)(C)C2
 : 5, 5, 3, 8, -15, -1.0, -1, -11, -16, 3
41. Cc1ccc(S(=O)(=O)N2CCCCC2)cc1C(=O)NC1CCCCC1
 : 8, -1, -33, 0, 1, 0.2, -8, -5, -2, -5
42. COCCOC(=O)C1=C(C)N=C2SCCC(=O)N2C1c1ccc(OC(=O)c2ccco2)cc1 (stereo unspecified)
 : -1, 2, 0, -2, -6, -0.2, 6, -11, 4, -1
43. CC1CC(NC(=O)c2cnc3n(c2=O)CCS3)CC(C)(C)C1 (stereo unspecified)
 : 5, -1, -3, 0, 0, -0.2, -3, 0, 0, -3
44. Cn1cccc1/C=N/NC(=O)C(O)c1ccccc1 (stereo unspecified)
 : -5, -2, 0, -2, -12, 0.4, -5, -16, -3, 0
45. O=C1c2ccccc2C(=O)C1c1ccccc1F
 : -7, 4, 4, -2, -12, 0.4, -4, 0, -2, 1
46. Cc1nc(SCC(=O)NCc2ccc3c(c2)OCO3)c(C#N)c2c1CCCC2
 : -10, -2, -4, 0, 3, -0.1, 2, -2, -1, -5
47. Cc1ccc(N2CCN(S(=O)(=O)c3c(C)nc4scc(C)n4c3=O)CC2)c(C)c1
 : 0, 8, 5, 0, -2, -0.1, -18, -8, 1, -3
48. COc1cc2cnc(-c3ccccc3)c(C(=O)c3ccc(F)cc3)c2cc1OC
 : 3, -3, 8, -4, 0, 0.3, 10, -3, 1, 1
